CTSL1 counter – Fasciola hepatica cathepsin L1 inhibitors, primary screen, counter-screen for PFM18AAP inhibitor project, biochemical, QFRET, fluorogenic peptide substrate | AID 1906, 2009 | inhibition, % at 5.96 µM | hit rate 0.49% among 300,000 | recombinant F. hepatica cathepsin L1, Z-Leu-Arg-MCA fluorescence;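 active = inhibition above the mean of all tested compounds plus 3 SD, set per screening campaign, cut at about 17% in these data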;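 also: 0% = plate median of test compound wells and 100% = 1 µM Z-Phe-Ala-diazomethylketone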
PP5 inh – PP5 phosphatase inhibitors, primary screen, biochemical, fluorescence; purified PP5c, OMFP substrate fluorescence; inhibition, % at 6.7 µM; hit rate 0.18% among 320,000;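 active = inhibition above the campaign's mean inhibition across all tested compounds plus 3 SD, cut at about 9.5% in these data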;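 also: 0% = DMSO only and 100% = 100 µM cantharidin control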
PREPL inhibitor – PREPL enzyme inhibitors, primary screen, biochemical, fluorescence polarization. inhibition, % at 5.96 µM. hit rate 0.68% among 320,000. Prolyl endopeptidase-like (Homo sapiens), Q4J6C6. recombinant PREPL, fluorescence polarization activity-based probe; in the data active = inhibition above about 43%;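 also: 0% = enzyme with DMSO and 100% = wells lacking enzyme; many of its hits are not listed in these tables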
Target sequence (Q4J6C6 whole entry, looked up): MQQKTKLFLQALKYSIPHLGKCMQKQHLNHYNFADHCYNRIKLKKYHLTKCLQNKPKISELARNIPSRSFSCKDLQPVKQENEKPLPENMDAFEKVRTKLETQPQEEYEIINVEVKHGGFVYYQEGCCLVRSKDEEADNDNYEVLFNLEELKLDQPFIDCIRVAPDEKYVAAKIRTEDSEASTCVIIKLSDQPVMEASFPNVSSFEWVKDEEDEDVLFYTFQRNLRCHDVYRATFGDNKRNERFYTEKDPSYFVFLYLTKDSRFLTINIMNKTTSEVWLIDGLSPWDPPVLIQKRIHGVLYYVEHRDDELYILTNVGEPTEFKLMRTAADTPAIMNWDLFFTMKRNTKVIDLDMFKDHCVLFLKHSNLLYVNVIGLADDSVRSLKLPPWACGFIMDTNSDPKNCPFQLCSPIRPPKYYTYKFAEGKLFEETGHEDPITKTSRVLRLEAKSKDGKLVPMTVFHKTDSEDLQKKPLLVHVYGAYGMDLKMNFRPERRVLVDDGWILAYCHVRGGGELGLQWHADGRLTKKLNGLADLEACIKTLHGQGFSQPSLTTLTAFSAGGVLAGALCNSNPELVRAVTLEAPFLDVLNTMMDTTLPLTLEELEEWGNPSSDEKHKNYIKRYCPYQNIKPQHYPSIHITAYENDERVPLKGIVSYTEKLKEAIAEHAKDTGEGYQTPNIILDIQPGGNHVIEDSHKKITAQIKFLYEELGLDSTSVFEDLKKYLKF
PP1 inh – PP1-alpha phosphatase inhibitors, primary screen, counter-screen for PP5 inhibitor project, biochemical, fluorescence, OMFP substrate, single point; purified PP1alpha; inhibition, % at 6.7 µM; hit rate 0.9% among 320,000; AID 2235, 2010;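 active = inhibition above the mean inhibition of all tested compounds plus 3 SD, computed separately for each screening campaign, cut at about 15% in these data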
EBNA-1 inhibitor – EBNA-1 DNA-binding inhibitors, primary screen, biochemical, fluorescence polarization. inhibition, % at 14.8 µM. hit rate 0.34% among 300,000; in the data active = inhibition above about 28%
Efflux pump mplx – inhibitors of Candida efflux pumps in yeast, primary screen, S. cerevisiae, Nile Red, multiplex; inhibition, % at 10 µM; hit rate 0.44% among 330,000; AID 485275, 2010; S. cerevisiae Candida pump triplex;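 active = plate passing quality check with inhibition over a set limit, or well fluorescence over plate mean plus 4 SD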;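 also: Nile Red retained in pooled yeast measured as flow cytometry median fluorescence; 0% = buffer negative control and 100% = Enniatin B positive control; higher means more Nile Red kept so more efflux inhibition; some compounds called inactive have numbers as strong as hits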
HCV core dimer – inhibitors of HCV core protein dimerization, primary screen, biochemical, TR-FRET, high-throughput | TR-FRET GST/Flag-core106 dimerization, 1536-well | inhibition, % at 5 µM | hit rate 0.33% among 300,000 | AID 1899, 2009;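 active = inhibition above the mean of all tested compounds plus 3 SD, set per screening campaign, cut at about 45% in these data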
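Assay system: Tagged HCV core106 pair (GST and Flag) | Buffer or medium: KF-containing HEPES buffer, pH 7.45, DTT, CHAPS, BSA | Also added: Eu donor and XL665 acceptor anti-tag antibodies | Dosing: One concentration, 5 µM, in 0.5% DMSO | Timing: 4 h at 22.5 °C | Technique: TR-FRET 671 and 617 nm emission | Repeats: Singlicate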
ZTA DNA inh – blocks Epstein-Barr virus ZTA, an EBNA-1 counter-screen | P03206 | ZTA-DNA binding, fluorescence polarization | inhibition, % at 11 µM | hit rate 0.15% among 320,000 | AID 2234; in the data active = inhibition above about 33%
Target sequence (P03206 whole entry, looked up): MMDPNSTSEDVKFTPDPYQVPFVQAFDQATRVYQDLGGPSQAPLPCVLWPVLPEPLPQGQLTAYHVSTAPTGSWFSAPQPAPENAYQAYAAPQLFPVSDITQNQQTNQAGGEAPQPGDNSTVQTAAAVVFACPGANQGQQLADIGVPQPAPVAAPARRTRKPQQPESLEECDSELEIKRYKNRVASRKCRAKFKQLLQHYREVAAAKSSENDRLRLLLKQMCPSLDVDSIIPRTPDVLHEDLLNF
TPT1 inh – Candida albicans TPT1 enzyme inhibitors, primary screen, biochemical, fluorescence polarization | hit rate 0.81% among 300,000 | inhibition, % at 5 µM | tRNA 2'-phosphotransferase TPT1 (Candida albicans SC5314) | recombinant caTPT1, FP RNA substrate dephosphorylation | AID 1962, 2009;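 active = inhibition above the mean of all tested compounds plus 3 SD, set per screening campaign, cut at about 24% in these data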;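 also: plate controls were DMSO alone for no effect and ferristatin control at 100 nM for full effect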
Active calls of the source: *; · = no result given. Only part of the results is shown, so the mix of outcomes need not match the whole.

1: COc1ccc(S(=O)(=O)N2CCN(c3ccccc3OC)CC2)cc1OC
2: O=C(Cc1ccc(Cl)cc1Cl)Nc1ccc(OC(F)F)c(Cl)c1
3: COc1ccc(-c2nnc(SCC(=O)N/N=C/c3ccccc3C(=O)O)n2-c2ccc(Cl)cc2)cc1
4: Cc1cc(C(=O)NNC(=O)c2ccccc2F)c2ccccc2n1
5: CCCCc1nnc(NC(=O)Cc2ccc(S(=O)(=O)N3CCOCC3)s2)s1
6: S=c1nc(-c2ccccc2)oc2c1CCCC2
7: CC(=O)Nc1cc(Cl)ccc1OS(=O)(=O)c1ccc(C)cc1
8: CNC(=O)/C(C#N)=C/c1c(N(Cc2ccccc2)Cc2ccccc2)nc2ccccn2c1=O
Screen / compound no.,1,2,3,4,5,6,7,8
CTSL1 counter,0,1,4,·,·,0,-2,7
PP5 inh,1.4,5.1,0.0,1.3,5.6,-1.5,-2.9,3.1
PREPL inhibitor,4,3,35,1,12,1,10,16
PP1 inh,-2,5,4,-5,-1,0,-6,5
EBNA-1 inhibitor,4,-6,0,·,·,12,-7,0
Efflux pump mplx,-0.1,-0.1,-0.1,-0.1,-0.1,0.1,0.3,-1.4
HCV core dimer,-4,5,10,·,·,-9,-8,7
ZTA DNA inh,-34,2,2,-7,-6,-1,0,-14
TPT1 inh,-1,-1,-5,·,·,-2,-3,-3

9: Cc1ccc2c(c1)N(C(=O)CCC(=O)N1CCOCC1)CC(C)O2 (centres undefined)
10: COC(=O)Cc1cc(=O)[nH]c(/N=C(\N)Nc2ccc(C)cc2C)n1
11: Cc1cc(C)c2cc3c(N)c(C(=O)N4CCOCC4)sc3nc2c1
12: O=c1nc2n(c3ncccc13)CCCCC2
13: COc1ccc(-c2cc(=O)oc3c(C)c(OCC(=O)NCC4CCC(C(=O)O)CC4)ccc23)cc1 (centres undefined)
14: COC(=O)c1cc(NC(=O)c2ccc([N+](=O)[O-])cc2)c(=O)oc1C
15: O=C(CNC(=O)c1ccccc1F)N/N=C/c1cccnc1
16: O=C(CCCC(=O)OCC(=O)c1cccs1)Nc1ccc(Oc2ccccc2)cc1
Screen / compound no.,9,10,11,12,13,14,15,16
CTSL1 counter,0,0,2,2,4,-1,-2,5
PP5 inh,0.9,3.3,-0.9,2.6,1.4,0.9,-2.1,6.7
PREPL inhibitor,-2,3,15,9,8,0,1,11
PP1 inh,1,3,-1,-1,0,2,-3,2
EBNA-1 inhibitor,8,-13,6,-3,6,1,7,-12
Efflux pump mplx,-0.1,0.0,-0.2,-0.2,0.2,0.1,-0.2,0.2
HCV core dimer,-3,-4,-13,-1,0,-2,5,13
ZTA DNA inh,4,-5,-18,-21,-5,-10,10,-8
TPT1 inh,-1,3,-1,0,-3,-6,2,-2

17: O=S(=O)(Nc1ccc(Oc2ncccn2)c(Cl)c1)c1ccc(Cl)cc1
18: O=C(NN=C1CCN(Cc2ccccc2)CC1)c1cc(Br)ccc1O
19: COc1ccc2c(c1)CCc1c(C(=O)NCc3ccc(Cl)cc3)noc1-2
20: COc1ccc(NC(=O)CSc2ccc(-c3cccnc3)nn2)c(OC)c1
21: O=[N+]([O-])c1ccc(-c2ncc(-c3ccc(Br)cc3)o2)cc1
22: Cc1ccc(C(=O)NC(c2ccccc2)C(Cl)Cl)cc1 (centres undefined)
23: CC1(c2ccc3ccccc3c2)NC(=O)N(CC(=O)Nc2ncccc2O)C1=O (centres undefined)
24: C=CCOc1ccc(C(=O)O)cc1Cl
Screen / compound no.,17,18,19,20,21,22,23,24
CTSL1 counter,-4,1,-2,-3,-1,1,·,-3
PP5 inh,-0.6,-3.2,-0.4,2.2,-1.9,1.3,-1.1,-0.8
PREPL inhibitor,-2,8,3,6,2,-11,7,-6
PP1 inh,-1,2,1,-1,0,1,0,-3
EBNA-1 inhibitor,1,6,0,1,-2,-11,·,4
Efflux pump mplx,0.0,0.0,-0.1,0.2,0.0,-0.2,0.1,0.0
HCV core dimer,-1,6,2,0,2,-6,·,-5
ZTA DNA inh,-9,5,-1,-10,2,-22,-3,-10
TPT1 inh,0,1,-6,-3,-2,0,·,1

Single records, as listed above.
Results for `CC(=O)Nc1cc(Cl)ccc1OS(=O)(=O)c1ccc(C)cc1` : CTSL1 counter = -2; PP5 inh = -2.9; PREPL inhibitor = 10; PP1 inh = -6; EBNA-1 inhibitor = -7; Efflux pump mplx = 0.3; HCV core dimer = -8; ZTA DNA inh = 0; TPT1 inh = -3
Results for `S=c1nc(-c2ccccc2)oc2c1CCCC2` : CTSL1 counter = 0; PP5 inh = -1.5; PREPL inhibitor = 1; PP1 inh = 0; EBNA-1 inhibitor = 12; Efflux pump mplx = 0.1; HCV core dimer = -9; ZTA DNA inh = -1; TPT1 inh = -2

(listing goes on)
25: COC(=O)CC1Oc2ccc(C)cc2NC1=O (centres undefined)
26: O=C(CCN1C(=O)c2ccccc2C1=O)Nc1cccc(O)c1
27: CNC(=O)CSc1nnc(-c2ccncc2)n1Cc1ccccc1
28: Cc1ccc(/C=C(/C#N)C(=O)NC(=O)Oc2ccccc2)cc1
29: CCN(CC)S(=O)(=O)c1ccc(OC)c(NC(=O)c2cc(=O)[nH]c3ccccc23)c1
30: CC(=O)c1c(C)[nH]c(C(=O)Nc2cccc(C(F)(F)F)c2)c1C
31: O=C(CC(c1ccccc1)(c1ccccc1)c1ccccc1)N[C@@H](Cc1ccccc1)C(=O)O
32: O=C1CCCN1CN(C(=O)c1ccc2c(c1)OCO2)c1cccc(Cl)c1
Screen / compound no.,25,26,27,28,29,30,31,32
CTSL1 counter,1,-1,-2,0,3,3,0,-2
PP5 inh,-1.8,0.4,0.0,-0.9,1.5,3.8,2.4,2.9
PREPL inhibitor,2,21,6,-7,-4,11,0,3
PP1 inh,-2,0,1,1,3,0,7,-4
EBNA-1 inhibitor,-4,1,0,21,-3,-7,10,-2
Efflux pump mplx,0.1,-0.1,0.0,0.1,-0.1,0.1,·,0.0
HCV core dimer,1,-8,-2,1,-1,1,11,-2
ZTA DNA inh,6,-4,10,-5,23,4,1,-4
TPT1 inh,2,0,0,-2,16,2,0,2

33: CC1CCN(C(=O)CN(CCc2ccccc2)S(C)(=O)=O)CC1
34: O=C(c1ccccc1F)N1CCN(C(=O)C2CC2)CC1
35: CCOc1ccc(C(=O)NCC(=O)OCc2nnc(-c3ccccc3)o2)cc1OCC
36: CCOC(=O)CCNC(=O)N1CCCC(CNS(=O)(=O)Cc2ccccc2)C1 (centres undefined)
37: COc1cc(C(=O)N(C)C2CCCCC2)ccc1OC1CCN(C(C)=O)CC1
38: CCCCC(=O)Oc1ccccc1C1SCc2cc(C)c(C)cc2CS1
39: Cc1ccc(SCC(=O)OCC(=O)NCCc2ccccc2)cc1C
40: Cc1ccc(C(=O)OCC(=O)N2CC(C)OC(C)C2)cc1 (centres undefined)
Screen / compound no.,33,34,35,36,37,38,39,40
CTSL1 counter,0,0,·,3,-1,-31,·,1
PP5 inh,0.1,1.4,-0.9,0.1,1.7,2.8,2.4,0.5
PREPL inhibitor,-1,-3,7,20,19,-11,10,6
PP1 inh,-1,-2,-1,6,0,-6,-4,-3
EBNA-1 inhibitor,-3,2,·,-10,-7,21,·,-8
Efflux pump mplx,0.0,0.1,-0.1,0.0,0.3,0.1,0.0,0.2
HCV core dimer,-4,12,·,2,0,-4,·,-6
ZTA DNA inh,13,8,-2,-29,-11,-9,8,3
TPT1 inh,-3,-2,·,-4,3,2,·,2

41: COC(=O)Cc1cnc(NC(=O)CSc2nc(C(C)C)cc(=O)[nH]2)s1
42: Cc1ccc(/C=C/C(=O)Nc2ccc([N+](=O)[O-])cc2)o1
43: O=C(NNC(=O)c1ccc(Br)s1)c1ccc(F)c(S(=O)(=O)N2CCOCC2)c1
44: CN1CCC/C1=C/C=C1\SC(=S)NC1=O
45: CC1CCN(S(=O)(=O)c2ccc(NC(=O)C3CSC4(C)CCC(=O)N34)cc2)CC1 (centres undefined)
46: O=C(CNC(=O)C1CCCCC1)OC(C(=O)c1ccccc1)c1ccccc1 (centres undefined)
47: O=C(NCc1cccs1)c1nc(-c2cccs2)no1
48: O=C(c1cccc([N+](=O)[O-])c1)c1cc2ccccc2o1
Screen / compound no.,41,42,43,44,45,46,47,48
CTSL1 counter,0,3,·,10,0,·,1,0
PP5 inh,-0.4,4.1,1.6,4.0,-1.4,1.8,2.9,1.4
PREPL inhibitor,-8,5,6,-10,-2,11,11,7
PP1 inh,2,1,3,2,-1,-2,-2,0
EBNA-1 inhibitor,2,4,·,7,9,·,-5,-3
Efflux pump mplx,-0.2,-0.1,-0.2,0.0,0.1,0.1,-0.1,0.0
HCV core dimer,-2,-4,·,-39,17,·,-11,-3
ZTA DNA inh,1,-5,-13,4,7,-27,-12,-2
TPT1 inh,0,-2,·,146*,2,·,3,-4

Structural class, the entries above containing an NH in an aromatic ring (4)
10: COC(=O)Cc1cc(=O)[nH]c(/N=C(\N)Nc2ccc(C)cc2C)n1
29: CCN(CC)S(=O)(=O)c1ccc(OC)c(NC(=O)c2cc(=O)[nH]c3ccccc23)c1
30: CC(=O)c1c(C)[nH]c(C(=O)Nc2cccc(C(F)(F)F)c2)c1C
41: COC(=O)Cc1cnc(NC(=O)CSc2nc(C(C)C)cc(=O)[nH]2)s1
Screen / compound no.,10,29,30,41
CTSL1 counter,0,3,3,0
PP5 inh,3.3,1.5,3.8,-0.4
PREPL inhibitor,3,-4,11,-8
PP1 inh,3,3,0,2
EBNA-1 inhibitor,-13,-3,-7,2
Efflux pump mplx,0.0,-0.1,0.1,-0.2
HCV core dimer,-4,-1,1,-2
ZTA DNA inh,-5,23,4,1
TPT1 inh,3,16,2,0

Remaining list, next part
49: CCC(C)Sc1nc2c(c(=O)[nH]c(=O)n2C)n1Cc1ccc(Cl)cc1 (centres undefined)
50: COc1ccc2nc(-c3ccccc3)cc(C(=O)OCC(=O)N3CC(C)OC(C)C3)c2c1 (centres undefined)
51: CCn1c(NC(=O)C(C)C)c(-c2cccs2)c(=O)c2ccccc21
52: Cc1ccccc1OCC(=O)N(Cc1cccs1)C1CCS(=O)(=O)C1 (centres undefined)
53: C#CCNC(=O)C1=C[C@H](c2cn(C(C)=O)c3ccccc23)[C@@H](CCCO)[C@H](OCC)O1
54: CCN(CCCNC(=O)COc1cc(=O)n(CC)c2ccccc12)c1ccccc1
55: O=C(Cc1ccccc1F)NC1CCCc2ccccc21 (centres undefined)
56: FC(F)(F)c1cccc(Cc2noc(CN3CCSCC3)n2)c1
Screen / compound no.,49,50,51,52,53,54,55,56
CTSL1 counter,6,·,-1,-3,-2,2,-1,-1
PP5 inh,0.8,1.1,1.8,0.2,1.1,0.5,3.0,7.0
PREPL inhibitor,6,-31,-4,1,13,35,-6,-5
PP1 inh,6,4,-1,0,-3,1,1,-3
EBNA-1 inhibitor,2,·,9,-5,1,7,-3,4
Efflux pump mplx,-0.3,0.4,0.1,-0.1,·,-0.2,0.3,-0.1
HCV core dimer,12,·,3,-8,-4,0,-4,2
ZTA DNA inh,4,17,-1,-11,8,1,-1,2
TPT1 inh,0,·,-1,-3,-5,2,1,-3

Bioassay records (PubChem)
